# Source: PubChem (National Center for Advancing Translational Sciences (NCATS))
# TDP1 cell noCPT – qHTS for Inhibitors of human tyrosyl-DNA phosphodiesterase 1 (TDP1): qHTS in cells in absence of CPT | DT40 Tdp1-/- hTDP1 cells, no CPT, ATP luminescence, 48 h | Potency, µM (top dose mostly 46.2 µM), for inactives: at the highest dose activity change, negative = growth inhibition, actives largely listed as inhibitors | hit rate 15% among 420,000; further: nearly all actives have a fitted effect of over 55% in size
#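 Compound effects on proliferation are scored in DT40 Tdp1-/-;hTDP1 cells in the absence of CPT. ATP levels (CellTiter-Glo luminescence) are recorded after a ≥48 hr, 37 °C incubation.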
# TDP1 block – qHTS Assay for Inhibitors of Tyrosyl-DNA Phosphodiesterase (TDP1); recombinant TDP1, AlphaScreen DNA substrate cleavage; Potency, µM (titrated, usually from 130 µM), inactives show top-dose activity change, negative = inhibition, actives largely listed as inhibitors; Tyrosyl-DNA phosphodiesterase 1 (Homo sapiens), Q9NUW8; AID 485290, 2010; hit rate 0.28% among 350,000; further: nearly all actives have a fitted effect of over 40% in size
# Target sequence (Q9NUW8 whole entry, looked up): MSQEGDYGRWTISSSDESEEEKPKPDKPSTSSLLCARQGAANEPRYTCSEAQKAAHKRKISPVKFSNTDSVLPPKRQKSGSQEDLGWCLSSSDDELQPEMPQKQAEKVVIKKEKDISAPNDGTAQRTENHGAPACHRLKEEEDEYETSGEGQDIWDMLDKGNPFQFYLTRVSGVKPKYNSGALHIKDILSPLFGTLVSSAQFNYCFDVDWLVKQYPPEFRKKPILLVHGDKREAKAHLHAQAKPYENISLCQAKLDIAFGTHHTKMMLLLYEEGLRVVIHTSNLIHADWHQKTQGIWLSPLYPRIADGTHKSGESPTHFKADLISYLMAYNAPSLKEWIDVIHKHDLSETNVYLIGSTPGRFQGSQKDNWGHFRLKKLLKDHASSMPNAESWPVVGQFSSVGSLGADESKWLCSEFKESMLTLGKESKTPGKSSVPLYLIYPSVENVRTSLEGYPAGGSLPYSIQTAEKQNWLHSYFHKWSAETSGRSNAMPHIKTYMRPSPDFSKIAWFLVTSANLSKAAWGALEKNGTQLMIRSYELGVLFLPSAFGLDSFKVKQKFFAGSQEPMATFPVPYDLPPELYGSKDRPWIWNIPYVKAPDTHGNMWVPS
#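 Compounds were preincubated with Tdp1 (1 nM final) for 15 min at room temperature before substrate (15 nM final) started a 5 min reaction; beads (10 ug/ml final) were then added for 10 min before AlphaScreen detection.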
# N370S GC mod – qHTS Assay for Inhibitors and Activators of N370S glucocerebrosidase as a Potential Chaperone Treatment of Gaucher Disease. Lysosomal acid glucosylceramidase (Homo sapiens), P04062. N370S GC spleen homogenate, 4MU-glucoside fluorescence. hit rate 0.092% among 330,000. Potency, µM (highest dose often 59.4 µM), without a hit: top-dose activity change, negative = inhibition, usual class: inhibitors;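 further: 0% = full enzyme activity and -100% = no enzyme basal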
# * marks the source's active call; other numbers are inactive results; u = inconclusive; x = not tested or not shown; & = joins results of further samples; [ ] = remark or other dose. The call rests on the fitted dose curve; in most records, active means well fitted curve in the direction sought with a large enough effect; inconclusive means small, poorly fitted or top-dose-only effect, or another doubt; inactive means no such curve, though single readings can be large; an effect the other way counts as inactive or inconclusive. Unless noted, on the % scale 0 is the no-effect control and ±100 the full control effect; potency means the concentration at half of the fitted maximal effect. Not all compounds are listed (hit frequency here may not be typical).
SMILES,TDP1 cell noCPT,TDP1 block,N370S GC mod
CCC(=O)N1CCc2cc(S(=O)(=O)NCCCOC)ccc21,-4%,-1%,12%
CSCCC(NC(=O)c1cc([N+](=O)[O-])ccc1Cl)C(=O)O (stereo not drawn),4%,3%,8%
CC(CN(C)Cc1ccccc1)OC(=O)c1cccc(F)c1 (stereo not drawn),u,1%,5%
O=C(CSc1nc(C2CC2)nc2ccccc12)N1CCc2ccccc2C1,x,4%,11%
CS(=O)(=O)NNC(=O)C1Cc2c(ccc3ccccc23)O1 (stereo not drawn),-5%,x,-3%
CCN(C(=O)CSc1n[nH]c(-c2ccccc2)n1)c1c(N)n(Cc2ccccc2)c(=O)[nH]c1=O,10%,2%,x
Cc1cccc(NC(=O)c2ccc(F)c(S(=O)(=O)NCc3ccc4c(c3)OCO4)c2)c1,-20%,8%,x
Cc1ccccc1NC(=O)c1cccc(S(=O)(=O)N2CCOCC2)c1,-18%,-9%,-12%
Cc1cccc(N2CCN(C(=O)Cn3cnc4sc(C)c(S(=O)(=O)N5CCN(c6ncccn6)CC5)c4c3=O)CC2C)c1 (stereo not drawn),15µM*,4%,x
Fc1ccc(CN2CC[C@H]3C=CCc4cccc(c43)C2)cc1,u,5%,x
CCC1=C(OC(=O)N(CC)CC)N2C(=O)OC(=NCc3ccccc3)[C@]2(C)[C@H]2C1=CC[C@H]1C(=O)N(CC)C(=O)[C@H]12,-16%,8%&1%,-3%&-8%
COc1cc2c(cc1OC)C(C)N(C(=O)c1cccc([N+](=O)[O-])c1)CC2 (stereo not drawn),u,-1%,10%
O=C(CSc1nc2ccccc2n1CC(=O)N1CCCCC1)N1CCCCC1,-12%,x,18%
CC(C)CNC(=O)/C(C#N)=C1\N=C(NC(=O)c2ccco2)c2ccccc21,u,5%,-8%
CCc1ccccc1Nc1cc(C(=O)NCc2ccc(C)cc2)c2ccccc2n1,u,-2%,x
CC1Cc2ccccc2N1C(=O)COC(=O)Cn1cnc2ccccc2c1=O (stereo not drawn),-16%,0%,-7%
COc1ccccc1CC(NC(C)=O)C(=O)NC1CCN(S(=O)(=O)c2ccccc2)CC1 (stereo not drawn),-18%,4%,1%
O=C1OCC(CO)(CO)N=C1NNc1ccccc1[N+](=O)[O-],17%,0%,-6%
CC(=O)Nc1ccc(NC2CCCCC2NS(=O)(=O)c2ccccc2)cc1 (stereo not drawn),15%,4%,-5%
CN(C)c1nc(N)nc(CSc2nnnn2-c2cccc3ccccc23)n1,u,7%,8%
Cc1c(Br)c([N+](=O)[O-])nn1CCCC(=O)N1CCN(c2ccccc2)CC1,u,6%,-1%
CC(C(=O)C12CC3CC(CC(C3)C1)C2)N1CCOCC1 (stereo not drawn),u,x,2%
Cc1cc(C)c2[nH]c(O)c(N=NC3=NC(=O)CS3)c2c1,u,3%,-3%
CCOc1ccccc1NC(=O)c1ccccc1-c1nc(-c2ccccc2OC)no1,9.2µM*,9%,4%

# Quoted from the listing:
# Entry of CC1Cc2ccccc2N1C(=O)COC(=O)Cn1cnc2ccccc2c1=O (stereo not drawn) under TDP1 cell noCPT: -16%
# Entry of O=C1OCC(CO)(CO)N=C1NNc1ccccc1[N+](=O)[O-] under N370S GC mod: -6%
# Entry of COc1ccccc1CC(NC(C)=O)C(=O)NC1CCN(S(=O)(=O)c2ccccc2)CC1 (stereo not drawn) under TDP1 block: 4%
# Entry of CCN(C(=O)CSc1n[nH]c(-c2ccccc2)n1)c1c(N)n(Cc2ccccc2)c(=O)[nH]c1=O under TDP1 cell noCPT: 10%

# Single records, as listed above. Screens in order: TDP1 cell noCPT, TDP1 block, N370S GC mod
# `CN(C)c1nc(N)nc(CSc2nnnn2-c2cccc3ccccc23)n1` is listed with u, 7%, 8%
# `O=C1OCC(CO)(CO)N=C1NNc1ccccc1[N+](=O)[O-]` is listed with 17%, 0%, -6%

# (list continues)
SMILES,TDP1 cell noCPT,TDP1 block,N370S GC mod
Cc1cc(C(=O)N[C@@H](c2ccccc2)[C@]2(C)C[C@H]2[C@@H](C)C(=O)Nc2ccc3ccccc3c2)n(C)n1,x,-8%,-6%
CCOC(=O)NC(=O)CSc1cc(C)c2cc(C)cc(C)c2n1,-20%,5%,24%
COc1ccc(N2CCN(C(=O)c3cc4c(-c5ccccc5F)nn(C)c4s3)CC2)cc1,9.2µM*,9%,x
COCCCNc1nc2c(-c3ccc(Cl)cc3)nnn2c2ccccc12,-6%,-1%,16%
COc1ccc(S(=O)(=O)N2CCN(C(=S)NC3CCCCC3)CC2)cc1,-1%,10%,-7%
CC(C)N(Cc1ccccc1)C(=O)CN1C(=O)COc2ccc(S(=O)(=O)N3CCCCCC3)cc21,13µM*,4%&3%,9%
CC(C)NC[C@@H](O)COc1ccc(CCOCC2CC2)cc1,-10%,3%[56.1 µM],-5%
CN1CCC(N(C)C(=O)COc2ccccc2-c2ccccc2)CC1,u,3%,-6%
CC(C)(C)N1C(=O)c2ccc(C(=O)NCc3ccco3)cc2C1=O,u,7%,5%
CCCN1Cc2cccc(C(=O)N3CCN(c4ccc(OC)cc4)CC3)c2C1=O,u,0%,-1%
COc1ccc(C(=O)OCC(=O)NC2CCCCCCC2)cc1OC,-21%,-10%,x
COc1ccc2c(c1)C(C)=CC(C)(C)N2S(=O)(=O)c1ccc(C)cc1,5.2µM*,2%,-7%

# Grouped by structure, the compounds so far containing a nitro group on carbon (4)
SMILES,TDP1 cell noCPT,TDP1 block,N370S GC mod
CSCCC(NC(=O)c1cc([N+](=O)[O-])ccc1Cl)C(=O)O (stereo not drawn),4%,3%,8%
COc1cc2c(cc1OC)C(C)N(C(=O)c1cccc([N+](=O)[O-])c1)CC2 (stereo not drawn),u,-1%,10%
O=C1OCC(CO)(CO)N=C1NNc1ccccc1[N+](=O)[O-],17%,0%,-6%
Cc1c(Br)c([N+](=O)[O-])nn1CCCC(=O)N1CCN(c2ccccc2)CC1,u,6%,-1%

# Further records follow.
SMILES,TDP1 cell noCPT,TDP1 block,N370S GC mod
COc1ccc2ccc(C(C)(C(C)=O)C(=O)OC(C)C)cc2c1 (stereo not drawn),u,-17%,x
CCc1nnc(NC(=O)CCN2C(=O)c3ccccc3S2(=O)=O)s1,-8%,2%,5%
CCc1ccccc1N(CC)C(=O)C1CCN(c2ncnc3c2nc2n3CCCCC2)CC1,4.1µM*,3%&7%,-4%
Cc1cc(NC(=O)Cc2cn3ccsc3n2)n(-c2ccccc2)n1,-4%,6%,1%
CC1(C)C[C@H](O)[C@]2(CO)[C@H](O)C[C@]3(C)C(=CCC4[C@@]5(C)CC[C@H](O)C(C)(C)C5CC[C@]43C)[C@@H]2C1 (stereo partly drawn),23µM*,-6%,x
COc1cc(-c2nnc(SCC(=O)Oc3ccccc3)o2)cc(OC)c1OC,5%,9%,x
CCc1ccc(C(=O)N/N=C/c2ccncc2)s1,-19%,3%,-12%
COc1ccc(C(CNC(=O)c2ccc(C)cc2)N2CCOCC2)cc1 (stereo not drawn),u,4%,x
CCCCNC(=O)NC1CCCC1,-18%,2%,-1%
CCCCN1C(=O)C(=O)N(CC(=O)Nc2ccccc2C(=O)OCC)C1=O,u,0%,-3%
O=c1c(Cl)c(N2CCOCC2)cnn1-c1ncc(C(F)(F)F)cc1Cl,u,8%,4%
CCCN(CCC)C(=O)c1cc(-c2ccc3c(c2)OCO3)nc2ccccc12,15µM*,-4%,7%
C[n+]1cc(-c2ccccc2)oc1-c1ccccc1,-10%,11%,-5%
O=C1c2cccc3cccc(c23)C(=O)N1CC1CCCO1 (stereo not drawn),u,6%,22%
CCN(CC)C(=O)C1CCCN(Cc2ccc3c(c2)OCO3)C1 (stereo not drawn),-2%,2%,5%
CCOC(=O)CC[C@H](NC(=O)Cn1cnc(C(=O)Nc2ccc(C)c(C)c2)n1)C(=O)OCC,-21%,2%[56.1 µM],x
COc1ccc([N+](=O)[O-])cc1NC(=O)CSCc1cc(C)cc(C)c1,u,0%,3%
Cc1cccc(Cn2ccc(NC(=O)c3ccc4c(c3)OCO4)n2)c1,-27%,2%,3%
Cc1ccc(OCc2cc(=O)n3ccsc3n2)c(NC(=O)c2ccco2)c1,2%,0%,x
Cc1ccc(CNC(=O)COc2ccc(S(=O)(=O)N3CCOCC3)cc2)cc1,-17%,-4%,2%
COc1ccc(CC(=O)N/N=C(\C)CC(=O)Nc2ccc(N(C)C)cc2)cc1,-24%,7%,-6%
COc1ccc(N(C)C(=O)CCS(=O)(=O)c2cccc3nsnc23)cc1,-6%&-8%,9%&0%,-16%
CCNc1ncc2nc(-c3ccccc3)c(=O)n(C3CC3)c2n1,-6%,x,u
CC(=O)Nc1c2c(nn1-c1ccc(C)cc1)CS(=O)(=O)C2,16%,x,-6%
COc1cc(/C=C/C(=O)O)cc(S(=O)(=O)NCc2ccco2)c1OC,-2%,1%,-4%
COc1cccc(CNC(=O)CC2C(=O)NCCN2CCCc2ccccc2)c1 (stereo not drawn),u,3%,-2%
NCCc1nnc(SCc2ccc(F)cc2)o1,-12%,4%,17%
COc1ccc(C(O)CNc2ccc(C)cc2)cc1 (stereo not drawn),-18%,6%,0%
O=C(NC(Cc1c[nH]c2ccccc12)C(=O)O)/C(=C/c1ccc(F)cc1)NC(=O)c1ccccc1 (stereo not drawn),4%,x,-12%
S=c1[nH]cc(Cc2ccccc2)s1,u,4%,8%
O=C(O)CC1(CC(=O)Nc2ccc3sccc3c2)CCCCC1,-4%,0%,2%
CCn1cc(C(=O)N[C@H](C(=O)NCCCO)C(C)C)c(=O)c2cc3c(cc21)OCO3,8%,x,0%
Cc1ccc(NC(=O)CN2C(=O)/C(=C\c3cccs3)SC2=S)cc1,u,4%,1%
O=C(CNC(=O)c1ccc(S(=O)(=O)N2CCCC2)cc1)N/N=C/c1ccccc1Cl,13µM*,4%,-1%
COC(=O)/C(=C/c1ccco1)NC(=O)c1ccco1,-7%,3%,4%
COc1ccc(C(=O)C(OC(=O)c2ccc(C)c(NC(C)=O)c2)c2ccccc2)cc1 (stereo not drawn),u,6%,10%
CCc1ccc(C2=CC(c3cccc(C)c3)n3c(nc4ccccc43)N2)cc1 (stereo not drawn),2.6µM*,7%,x
O=C(NCC1CCCO1)c1ccc2c(c1)ncn2-c1cccc(F)c1 (stereo not drawn),-12%,2%,10%
CS(=O)(=O)N(Cc1ccccc1Cl)c1ccc(C(=O)NCc2cccnc2)cc1,15µM*,-3%,10%
CCc1cccc(CC)c1-n1c(-c2cccnc2)n[nH]c1=S,-4%,8%,9%
Cc1ccc(CNS(=O)(=O)c2ccc3[nH]c4c(c3c2)CCCC4)cc1,-24%,-1%,x
O=C(O)c1ccc(N2CC3CC(C2)c2cccc(=O)n2C3)c(NC(=S)Nc2ccc(Cl)cc2Cl)c1 (stereo not drawn),u,-3%,-2%
S=C(NCCc1ccccn1)Nc1ccc(Cl)c(Cl)c1,u,8%,-2%
